High-throughput results as filed in PubChem BioAssay.
ERp5 inh: inhibitors of ERp5-driven insulin aggregation, primary screen, biochemical, turbidity, absorbance 650 nm, single point; 0.05% of 350,000 active; Protein disulfide-isomerase A6 (Homo sapiens), Q15084; 90 min; inhibition, % at 9.99 µM;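 active = mean replicate inhibition above about 25%, with every replicate also reaching it, limit read from the data, passing the limit was not always enough; inconclusive = only one of those two criteria met; inactive = neither criterion met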
Target sequence (Q15084 whole entry, looked up): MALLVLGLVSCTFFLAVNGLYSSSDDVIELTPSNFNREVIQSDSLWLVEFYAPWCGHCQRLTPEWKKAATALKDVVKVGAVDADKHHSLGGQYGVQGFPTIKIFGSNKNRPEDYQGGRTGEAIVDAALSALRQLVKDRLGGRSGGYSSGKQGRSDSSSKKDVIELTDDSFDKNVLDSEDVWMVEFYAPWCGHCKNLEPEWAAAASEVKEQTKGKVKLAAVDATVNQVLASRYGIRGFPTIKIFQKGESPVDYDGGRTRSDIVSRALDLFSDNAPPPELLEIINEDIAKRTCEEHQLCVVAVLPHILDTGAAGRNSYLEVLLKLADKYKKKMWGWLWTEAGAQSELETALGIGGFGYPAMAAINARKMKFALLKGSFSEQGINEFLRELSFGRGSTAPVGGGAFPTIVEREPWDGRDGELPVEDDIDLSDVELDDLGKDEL
EWS-Fli inh: EWS/Fli-driven NR0B1 reporter inhibitors, primary screen, A673 cells, NR0B1 luciferase, luminescence, MLPCN library | 0.67% of 350,000 active | viability-normalised | AID 651661, 2012 | inhibition, % at 12.6 µM;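 active = mean inhibition of at least 50% after viability correction, with every replicate also passing that limit; inconclusive = mean reaches 50% but only one of two replicates passes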;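 also: firefly luciferase signal divided by Alamar Blue viability fluorescence both relative to DMSO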
DENV2 CPE rescue: inhibitors of DENV2 cytopathic effect, primary screen, cell-based, plate reader, single concentration; DENV2-infected cells, cytopathic effect rescue; CPE inhibition, % at 9.99 µM; 1.7% of 350,000 active; AID 651640, 2012; in the data active = CPE inhibition above about 20%, passing the limit was not always enough; inconclusive = no clear call, values can overlap the other calls; tested in BHK-21 cells;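 also: 0% = median of neutral control wells and 100% = median of positive control wells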
CFTR F508del cor: F508del CFTR correction, initial screen, CFBE line, single point; CFBE cells, YFP halide quenching; stimulated with forskolin plus potentiator P3; % fluorescence drop versus neutral controls; 0.36% of 350,000 active; activity (quench increase), % at 7.58 µM; AID 720511, 2013;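 active = mean added fluorescence quench of at least 8% versus neutral control, with both replicates also reaching 8%; inconclusive = only one of the mean or replicate conditions met; inactive = mean below 8% and not both replicates reaching 8%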;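 also: cells transiently co-express mutant CFTR-F508del with the halide-sensitive YFP; corrector assay measuring rescue of mutant channel to the surface after 24 h compound exposure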
PAX8 inh HTS: inhibitors of PAX8-driven TPO luciferase reporter, primary screen, RMG-I cells, single concentration; AID 652154, 2013; SteadyGlo, 24 h; 1.2% of 360,000 active; inhibition, % at 12.6 µM;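 active = mean replicate inhibition at least 60% with every replicate also reaching 60%; inconclusive = only one of the two criteria is met; inactive = mean below 60% and not all replicates reaching 60%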;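 also: luciferase light reporting Pax8 driven TPO promoter activity; plate controls were median of neutral control wells for no effect and mitoxantrone controls for full effect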
ARNT TACC3 PPI: disruptors of ARNT/TACC3 protein interaction, primary screen, biochemical, AlphaScreen, single concentration | inhibition, % at 9.99 µM | Transforming acidic coiled-coil-containing protein 3 (Homo sapiens), Q9Y6A5 | AlphaScreen His-ARNT PAS-B/GST-TACC3 binding, luminescence; TACC3 fragment carries E629A point mutation | 0.66% of 390,000 active;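 active = mean inhibition of replicates at least 50% and at least half of replicates each reaching 50%; inconclusive = half or more replicates reach 50% but mean below 50%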;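 also: 0% = complete ARNT plus TACC3 wells and 100% = ARNT alone without TACC3; many hits fall short of the cut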
GSIS activator: GLuc luminescence reporter in INS-1E cells, primary screen for activators of glucose-dependent secretion of insulin | INS-1E GLuc reporter insulin secretion, 2-3 h | activation, % at 16.6 µM | 0.61% of 370,000 active | AID 743287, 2014;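 active = lowest replicate activation of at least 40%, so every replicate reaches that level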;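 also: 0% = median of neutral control wells and 100% = median of IBMX positive control wells; some compounds called inactive have numbers as strong as hits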
Xi reactivation: activators of inactive X chromosome reactivation, primary screen, imaging, XiGFP fibroblasts, GFP high-content imaging, set 2. XiGFP mouse fibroblasts, % GFP-positive cells imaging, 3 d; cells co-treated with 5-aza-dC sensitizer; scaled so ellipticine positive control = 100%. activation, % at 7.58 µM. 0.055% of 360,000 active;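 active = mean normalized replicate activation at least 10% and every replicate at or above 10%; inconclusive = only one of the two criteria met; inactive = mean below 10% and not all replicates reach 10%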;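 also: 0% = median of on-plate neutral control wells and 100% = ellipticine 6 µM median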
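System: 68-5-11 XiGFP fibroblast line | Buffer or medium: DMEM containing 5-aza-dC | Compound: Single point | Times: Compounds 3 days, fix/stain 15 min at room temperature | Benchmarks: Positive control ellipticine, 6 µM final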
* = called active by the depositor; ? = inconclusive; nt = not tested or not shown; & = joins results of further samples; ! = not confirmed by another sample. Random draw from the library; overall some 4.2% were active at least once.

SMILES	ERp5 inh	EWS-Fli inh	DENV2 CPE rescue	CFTR F508del cor	PAX8 inh HTS	ARNT TACC3 PPI	GSIS activator	Xi reactivation
O=C(NCc1ccccc1)c1cc[n+](Cc2ccccc2)cc1	7	1	9	-1.7	-5	-26	-1	0.7
COc1ccc(CNC(=O)COC(=O)c2cccn2C)cc1	-2	-13	6	-1.4	-5	31	-12	0.0
COc1cccc(NC(=O)CN(C)C(=O)c2cccc(S(=O)(=O)Nc3ccccc3OC)c2)c1	-2	2	1	-0.4	10	nt	-20	-0.1
O=C(COC(=O)CN1C(=O)C2CCCCC2C1=O)NC1CCS(=O)(=O)C1 (configuration not stated)	3	4	?	nt	16	nt	1	0.0
N#CCCN(Cc1cccs1)C(=O)Nc1ccccc1	6	-8	-3	2.3	-21	-4	36	0.1
C[C@@H]1CN([C@@H](C)CO)C(=O)c2cc(/C=C/c3ccccc3)cnc2O[C@H]1CN(C)C(=O)C1CCC1	10	0	15	-3.9	nt	9	-17	-1.1
O=C1CC(c2ccccc2)CC(=O)C1CS(=O)(=O)c1ccccc1 (configuration not stated)	0	5	5	0.9	10	0	-3	0.0
O=[N+]([O-])c1cccc2cnccc12	6	1	12	-18	6	0	nt	0.0
CCc1nnc(NC(=O)C(NS(=O)(=O)c2ccccc2)C(C)C)s1 (configuration not stated)	2	2	-3	-0.8	-8	nt	5	0.0
Cc1ccc(Cn2c(C3CCCN3c3nc(-c4cc(Cl)c(N)c(Cl)c4)cs3)nc3cc(C(=O)NCCCO)ccc32)cc1 (configuration not stated)	3	10	-2	-0.4	20	-5	1	0.0
Cc1cccc(NC(=O)c2cc(NC(=O)C3CCCCC3C(=O)O)ccc2N2CCOCC2)c1 (configuration not stated)	4	11	1	2.3	-5	1	9	0.0
COc1ccc(S(=O)(=O)Nc2ccc3c(c2)C(=O)N([C@@H](C)CO)C[C@@H](C)[C@H](CN(C)C(=O)c2ccccc2)OCCCC[C@H](C)O3)cc1	4	-8	-2	0.0	-6	-7	-16	0.4
Cc1nc(NC(=S)NC(=O)c2ccco2)sc1C(=O)N(C)C	0	-2	13	2.9	-19	13	18	0.2
CC(=O)N1CCN(CC(=O)Nc2ccc(Cl)c(S(=O)(=O)N(C)C)c2)CC1	-16	15	-4	nt	-15	1	-5	0.1
COC(=O)c1ccc(C23CC4(C2)[C@H](CN(Cc2cccnc2)[C@@H]4c2ccccc2)C3c2ccc(Cl)nc2)cc1 (some centres not stated)	3	2	-13	2.1	-15	2	12	0.4
CN1c2ccc(-c3cccc(C#N)c3)cc2[C@@H]2[C@@H](CCN2C(=O)c2ccc(F)cc2)[C@@H]1CO	8	14	14	-1.4	-3	-8	-14	-0.1
CO[C@@H]1CN(C)C(=O)c2cc(NS(=O)(=O)c3cccc(Cl)c3)ccc2OC[C@@H](C)N(C(=O)Cc2cccnc2)C[C@H]1C	3	2	0	0.6	nt	15	-7	-0.1
O=C(C1=C[C@@H](c2ccccc2)C[C@@H](OCc2ccc(CO)cc2)O1)N1CCN(Cc2ccc3c(c2)OCO3)CC1	0&-6&0	28&11&21	-11&0&-5	8.8*!	27&-4&22	-1&-4&-3	-2	-0.3
Cc1cc(=O)oc2c(CN3CCOCC3)c(O)ccc12	5	2	-5	-0.8	2	2	16	1.4
COCCN(Cc1ccc(C)cc1)C(=O)[C@H]1O[C@@H](n2ccc(=O)[nH]c2=O)[C@H](O)[C@@H]1O	0	-12	-6	-2.6	-14	nt	13	0.5
COCCCC1CCN(C(=O)C2CCC(=O)N(CCc3ccccc3)C2)CC1 (configuration not stated)	-8	-65	5	2.0	-123	-2	-1	0.2
C[C@@H]1CCCCO[C@@H](CN(C)Cc2ccc(C(=O)O)cc2)[C@H](C)CN([C@H](C)CO)C(=O)c2cc(NC(=O)NC3CCCCC3)ccc2O1	-9	-17	?	-1.3	5	14	4	0.0
O=C(CCn1ccnc1)Nc1ccc2ccccc2c1	-7	-11	-6	-2.4	-10	2	33	0.0
Cn1c(CCc2nc3ccccc3[nH]2)n[nH]c1=S	3	5	-2	-4.3	-7	-2	8	0.5
O=C(CSc1ncccn1)Nc1ccc2c(c1)CCC2	-1	-42	-2	-0.7	-21	-2	nt	0.0

The list goes on; it opens with the 2 that closed the last part.
SMILES	ERp5 inh	EWS-Fli inh	DENV2 CPE rescue	CFTR F508del cor	PAX8 inh HTS	ARNT TACC3 PPI	GSIS activator	Xi reactivation
Cn1c(CCc2nc3ccccc3[nH]2)n[nH]c1=S	3	5	-2	-4.3	-7	-2	8	0.5
O=C(CSc1ncccn1)Nc1ccc2c(c1)CCC2	-1	-42	-2	-0.7	-21	-2	nt	0.0
COc1ccc(S(=O)(=O)N[C@@H]2CC[C@@H](CCn3cc(-c4cccc(F)c4)nn3)O[C@H]2CO)cc1	0	-1	11	3.2	12	-11	-21	-0.3
CCCN(S(=O)(=O)c1ccccc1F)S(=O)(=O)c1ccccc1Br	4	7	3	-4.1	-15	-3	-6	0.2
Cc1c(CNC(=O)c2c([N+](=O)[O-])cnn2C)cnn1C	-7	1	-2	-4.6	8	-4	2	0.0
Cc1cccc(C)c1NC(=S)NCCc1ccc(O)c(O)c1	4	16	14	1.2	5	12	nt	0.3
C[C@H]1CN([C@@H](C)CO)C(=O)c2cc(NC(=O)CCN3CCOCC3)ccc2O[C@H]1CN(C)C(=O)Nc1ccc(F)cc1	0&2	0&-2	4&1	2.6&-1.0	-3	-1&-7	22&1	-0.1&0.0
COC(=O)c1ccc(NC(=O)C(=O)NCC2CCCO2)cc1 (configuration not stated)	4	-32	3	1.3	-36	1	19	0.0
COc1ccc(NC(=O)N(C)C[C@@H]2Oc3ccc(NC(=O)c4ccncc4)cc3CC(=O)N([C@@H](C)CO)C[C@@H]2C)cc1	?	-4	28*	0.5	12	-7	9	-0.1
CCOc1ccccc1NC(=O)N1CCCC(c2nc(-c3ccc(C)o3)no2)C1 (configuration not stated)	3	-11	3	-2.4	-1	3	-4	0.1
COc1cc(OC)cc(C(=O)N[C@H](C(=O)Nc2nc3c(s2)CCCC3)C(C)C)c1	8	-20	5	-2.2	1	5	-10	0.0
CC(Sc1nc2sc3c(c2c(=O)n1-c1ccccc1)CCCC3)C(=O)O (configuration not stated)	8	9	8	-0.2	2	-13	19	-0.1
Cc1ccc(C2CC(c3cccs3)=NN2C(=O)CSc2nc3ccccc3o2)cc1 (configuration not stated)	nt	nt	nt	nt	1	4	13	0.0
Cc1cc(C(=O)Nc2ccc3c(c2)OCCO3)ccc1[N+](=O)[O-]	0	39	-5	1.7	-26	6	4	0.0
O=C(NNS(=O)(=O)c1ccc([N+](=O)[O-])cc1)c1ccc([N+](=O)[O-])cc1	-1	4	15	-2.4	1	-21	-6	-0.1
CCCC#Cc1ccc2c(c1)O[C@H](CN(C)C(=O)COC)[C@H](C)CN([C@H](C)CO)S2(=O)=O	9	1	-12	-0.9	nt	3	5	-1.0
Nc1nc2ccc(C(=O)N3CCCCC3)cc2s1	-2	-14	1	-0.7	16	47*	36	0.0
CCc1ccc(OCCCOc2ccc(C=O)cc2)cc1	1	-20	5	-2.4	nt	-3	-15	nt
COc1ccc(NC(=O)C2CC(=O)OC2c2ccccc2)cc1 (configuration not stated)	nt	nt	nt	nt	-8	-1	3	0.0
CC=Cc1ccc2n(c1=O)C[C@@H]1[C@@H](CO)[C@H](C(=O)N3CCc4ccccc4C3)[C@H]2N1Cc1ccccc1 (mixture of isomers)	-3	-22	0	1.0	nt	1	-9	0.1
C[C@@H]1CN([C@H](C)CO)C(=O)c2cccc(NC(=O)c3cnccn3)c2O[C@H]1CN(C)S(=O)(=O)c1cn(C)cn1	9	nt	0	1.2	-5	nt	6	-0.4
O=c1[nH]c2ccccc2n1C1=CCNCC1	0	1	7	-3.7	-7	25	-7	0.0
Cc1cccc(C)c1NS(=O)(=O)c1ccc(-c2cnc(C3CC3)o2)cc1	3	nt	-7	-0.8	92*	4	-6	0.1
COC(=O)[C@]12C[C@H](CC(=O)N3CCOCC3)C(=O)N(CCc3ccc(OC)c(OC)c3)C1=C[C@H](C(C)(C)C)O[C@@H]2C	-2	-5	nt	-3.5	-14	nt	nt	0.0
Fc1ccccc1CN(CCN1CCOCC1)C(=S)Nc1ccccc1Cl	1	3	-3	-0.7	-15	9	-3	0.2
N#C/C(=C\c1ccc(OCCN2CCOCC2)cc1)C(=O)Nc1ccccc1	2	0	4	-0.3	nt	1	-41	-0.1
Cc1cccc(N2CCN(C(=O)c3ccc(S(=O)(=O)N(C)c4ccccc4)cc3)CC2)c1C	-1	18	8	1.4	40	nt	nt	-0.2

Ordered by value in CFTR F508del cor (high to low): 5 of the compounds above.
smiles	CFTR F508del cor
COc1ccc(NC(=O)N(C)C[C@@H]2Oc3ccc(NC(=O)c4ccncc4)cc3CC(=O)N([C@@H](C)CO)C[C@@H]2C)cc1	0.5
CC(Sc1nc2sc3c(c2c(=O)n1-c1ccccc1)CCCC3)C(=O)O (configuration not stated)	-0.2
N#C/C(=C\c1ccc(OCCN2CCOCC2)cc1)C(=O)Nc1ccccc1	-0.3
Fc1ccccc1CN(CCN1CCOCC1)C(=S)Nc1ccccc1Cl	-0.7
CCOc1ccccc1NC(=O)N1CCCC(c2nc(-c3ccc(C)o3)no2)C1 (configuration not stated)	-2.4

Continued:
SMILES	ERp5 inh	EWS-Fli inh	DENV2 CPE rescue	CFTR F508del cor	PAX8 inh HTS	ARNT TACC3 PPI	GSIS activator	Xi reactivation
COc1ccc(S(=O)(=O)Nc2ccc3c(c2)C(=O)N([C@@H](C)CO)C[C@@H](C)[C@H](CN(C)Cc2ccc(Cl)c(Cl)c2)OCCCC[C@@H](C)O3)cc1	nt	12	-22	3.5	73*	3	-14	-0.3
Cc1ccc(N(CC(=O)NC2CCCC2)C(=O)c2ccc(C)s2)cc1	2	0	4	1.8	17	-2	-15	0.6
COc1ccc(OC)c(NC(=O)NCCCCc2ccccc2)c1	8	4	-9	2.8	nt	-4	-22	0.0
O=C(C[C@@H]1C[C@H]2c3cc(NC(=O)C4CCC4)ccc3O[C@H]2[C@H](CO)O1)NCc1cccc(F)c1	-2	6	-2	-1.5	11	2	-4	-0.1
Cc1[nH]c2ccccc2c1C(=O)C(=O)NCc1nnnn1-c1ccc(F)c(F)c1	4	9	4	-2.0	4	nt	nt	0.0
C[C@H](CO)N1C[C@H](C)[C@H](CN(C)Cc2ccc3c(c2)OCO3)OCCCC[C@H](C)Oc2ccc(NS(=O)(=O)c3ccccc3)cc2C1=O	2	-1	-3	0.5	-3	9	13	0.0
COc1cc(F)ccc1CN1CCC(n2nccc2NC(=O)C2CCOC2)CC1 (configuration not stated)	3	nt	-2	-1.0	-2	-1	6	0.0
